# Assay outcomes (PubChem BioAssay)
# GRK2 inh: blocks RNA aptamer binding to human GRK2 | 330,000 compounds, 0.59% hits | inhibition of aptamer binding, % at 10 µM | bead flow cytometry, FAM-aptamer displacement from GRK2;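 active means inhibition of aptamer binding above 40%, roughly 3 SD of noise, on plates passing a quality check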;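 further: median bead fluorescence of bound FAM aptamer so fluorescent compounds give negative values; no value below 0 was filed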
# Target sequence (P25098 whole entry, looked up): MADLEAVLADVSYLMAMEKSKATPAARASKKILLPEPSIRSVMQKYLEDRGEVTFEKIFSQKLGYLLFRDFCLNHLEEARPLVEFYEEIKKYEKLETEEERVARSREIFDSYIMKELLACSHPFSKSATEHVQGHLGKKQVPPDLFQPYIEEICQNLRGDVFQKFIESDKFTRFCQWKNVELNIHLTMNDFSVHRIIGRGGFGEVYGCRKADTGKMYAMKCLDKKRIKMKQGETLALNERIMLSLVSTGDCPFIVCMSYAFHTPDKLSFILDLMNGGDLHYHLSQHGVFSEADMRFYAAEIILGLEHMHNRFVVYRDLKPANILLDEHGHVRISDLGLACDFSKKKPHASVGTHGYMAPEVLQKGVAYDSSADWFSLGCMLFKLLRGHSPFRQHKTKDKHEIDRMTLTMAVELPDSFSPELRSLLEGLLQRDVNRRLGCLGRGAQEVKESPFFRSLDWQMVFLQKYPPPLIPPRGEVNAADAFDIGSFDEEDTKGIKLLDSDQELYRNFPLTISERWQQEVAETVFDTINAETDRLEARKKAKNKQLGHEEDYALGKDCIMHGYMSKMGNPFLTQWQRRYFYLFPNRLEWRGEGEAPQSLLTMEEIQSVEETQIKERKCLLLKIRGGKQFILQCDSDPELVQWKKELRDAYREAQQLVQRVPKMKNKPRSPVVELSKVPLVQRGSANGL
# MEP2-GFP yeast: alters MEP2-GFP fluorescence in TOR pathway yeast screen | S. cerevisiae MEP2-GFP strain, flow cytometry GFP, 3 h; 100% = DMSO control level | GFP response vs DMSO, % at 10 µM | 330,000 compounds, 0.51% hits | AID 2016;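 active means GFP response versus DMSO above a set limit, roughly screen mean plus 3 SD, cut at about 180% in these data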;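 further: median GFP fluorescence of the barcode-gated MEP2-GFP cells per well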
# VLA-4 inh: inhibition in a human VLA-4 binding assay; AID 2557; inhibition, % (about 7 µM as worked out from the volumes in the protocol); VLA-4 expressing cells, ligand binding flow cytometry; 330,000 compounds, 0.2% hits; in the data active means inhibition above about 50%
# AGP1-GFP MLPCN: alters AGP1-GFP fluorescence in TOR pathway yeast screen | GFP response vs DMSO, % at 10 µM | S. cerevisiae AGP1-GFP multiplex flow cytometry, 3 h; GFP as percent of DMSO wells | 320,000 compounds, 0.02% hits;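 active means GFP response relative to DMSO above a set limit, near screen average plus 3 SD, cut at about 150% in these data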;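 further: median GFP channel fluorescence of the gated AGP1 strain per well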
# RPL19A TOR yeast: alters RPL19A-GFP fluorescence in TOR pathway yeast screen. S. cerevisiae RPL19A-GFP strain, flow cytometry, 3 h; hits give low values. percent response vs DMSO, % at 10 µM. 330,000 compounds, 0.3% hits. AID 2025;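 active means percent response vs DMSO below 50%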;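 further: median channel GFP fluorescence of the barcoded RPL19A-GFP strain; ratio of sample median GFP to plate DMSO average so 100% = DMSO; lower means less RPL19A-GFP as with rapamycin TOR inhibition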
# LAP4 TOR yeast: alters LAP4-GFP fluorescence in TOR pathway yeast screen; GFP response vs DMSO, % at 10 µM; AID 2023; S. cerevisiae LAP4-GFP multiplex, flow cytometry GFP, 3 h; median GFP as percent of DMSO wells; 320,000 compounds, 0.34% hits;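 active means GFP response vs DMSO above a set limit, about the screen mean plus 3 SD, cut at about 150% in these data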
# CIT2 TOR yeast: alters CIT2-GFP fluorescence in TOR pathway yeast screen; 320,000 compounds, 0.065% hits; GFP response vs DMSO, % at 10 µM; S. cerevisiae CIT2-GFP strain, flow cytometry, 3 h; 100 means same as DMSO wells;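 active means GFP response relative to DMSO above a set limit, near the screen mean plus 3 SD, cut at about 150% in these data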;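 further: ratio of well median GFP fluorescence to mean of DMSO wells on the plate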
# CR mimetic SO: lowers age-related superoxide in aged yeast cells; S. cerevisiae aged cells, superoxide DHE fluorescence; hits give low values; superoxide response (% of plate mean), % at 10 µM; 330,000 compounds, 0.18% hits;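 active means superoxide response under a set limit, about three screen SD below normal, cut at about 65% in these data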;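 further: yeast aged for seven days with compound at 30 °C before DHE staining; 100% = average MFI of all compound-treated wells on the plate with controls excluded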
# * = called active by the depositor; . = not tested or not shown; [ ] = remark or other dose. Rows were taken by chance; about 1.7% have a hit in one of these screens.
# Fields: LAP4 TOR yeast	CIT2 TOR yeast	GRK2 inh	VLA-4 inh	RPL19A TOR yeast	MEP2-GFP yeast	AGP1-GFP MLPCN	CR mimetic SO
> COC(=O)C1=C(C)N(c2ccc(C(=O)OC)cc2)C(=O)C1
→ 99	97	0	4	100	106	96	100
> C=CCOC(=O)/C(=C\c1cccc2ccccc12)NC(=O)c1ccccc1
→ 95	100	1	0	98	99	99	112
> CC(=O)c1ccc(OCCn2c(SCC(=O)O)nc3ccccc32)cc1
→ 94	99	0	-1	105	102	105	103
> Cc1ccc(-c2csc(=S)n2CC(=O)OCC(=O)NCc2ccc(F)cc2)cc1
→ 102	98	21	-19	98	102	102	95
> CN1CCN(/C=C2\SC(=S)NC2=O)CC1
→ 90	92	0	-3	93	98	88	89
> COc1ccccc1CCNC(=O)CSc1ccc(-c2cccs2)nn1
→ 107	102	1	7	98	105	100	90
> CCCCN1CCNC[C@H]1Cc1ccc(O)cc1
→ 131	78	3	10	99	99	85	88
> CCOc1ccccc1C(=O)NCC(=O)OCC(=O)NCCc1ccc(S(N)(=O)=O)cc1
→ 97	103	0	-1	.	94	103	87
> O=C(C(=O)N1CCN(c2ccc([N+](=O)[O-])cc2)CC1)c1cn(CC(=O)N2CCOCC2)c2ccccc12
→ 95	101	3	1	105	100	97	96
> CCn1c2ccccc2c2cc(/C=N/NC(=O)c3cc(O)cc(O)c3)ccc21
→ 103	64	2	16	92	106	75	94
> CC(NC(=O)CSc1n[nH]c(N)n1)c1ccccc1 (stereo unspecified)
→ 99	105	2	-3	104	102	109	100
> Nc1c(C(=O)Nc2ccc3c(c2)OCCO3)nnn1Cc1cccc(Cl)c1
→ 103	102	1	11	98	90	104	100
> O=C(CN(CC1CCCO1)C(=O)CCC(=O)Nc1nccs1)NCc1ccccc1 (stereo unspecified)
→ 92	97	3	6	92	98	99	106
> COc1ccc(S(=O)(=O)N2CCc3ccccc32)cc1C(=O)Nc1cccnc1
→ 97	90	0	-2	100	101	101	99
> CCC(C)NC(=O)COC(=O)c1cc([N+](=O)[O-])ccc1Sc1nc(C)cs1 (stereo unspecified)
→ 86	95	0	-2	89	89	.	111
> FC(F)Oc1ccc(N=C2SCC3CCCCN23)cc1 (stereo unspecified)
→ 80	88	0	3	95	107	96	100
> O=C(NCc1cccnc1)c1nc(-c2cccs2)no1
→ 95	98	0	1	106	98	98	102
> CNC(=O)c1[nH]cnc1C(=O)Nc1ccc(Cl)cc1
→ 106	97	1	16	94	98	94	101
> Cc1cccc(NC(=O)N2CCN(Cc3ccc(Cl)cc3)CC2)c1
→ 102	97	2	1	102	97	103	75
> CCn1c(SCC(=O)NC2CC2)nnc1-c1ccc(OC)cc1
→ 86	.	0	10	113	113	99	104
> O=C(NC1CC1)C1CCCN(C(=O)NC2CCCCC2)C1 (stereo unspecified)
→ 87	93	2	19	90	89	90	115
> CC(NS(=O)(=O)c1ccccc1)C(=O)Nc1ccc2c(c1)OCCO2 (stereo unspecified)
→ 90	101	0	-14	104	94	103	107
> Cc1ccc(N(CC(=O)NCc2ccco2)C(=O)CCC(=O)Nc2nccs2)cc1
→ 96	85	2	5	96	95	96	112
> CCCCN(C)C(=O)CCCCn1c(=O)[nH]c2cc(OCC)c(OCC)cc2c1=O
→ 103	96	0	23	101	100	100	111
> CC(NC(=O)CN(c1ccc(Br)cc1)S(C)(=O)=O)c1ccccc1 (stereo unspecified)
→ 88	105	2	-2	98	106	100	107
> Cc1ccc(S(=O)(=O)NC(CC(C)C)C(=O)N2CCCCCCC2)cc1 (stereo unspecified)
→ 93	85	2	35	91	93	90	110
> Cc1ccc(C(=O)CN2C(=O)C(=O)N(Cc3ccccc3)C2=O)cc1
→ 91	.	1	2	90	97	91	90
> CN(CCc1nc2ccccc2[nH]1)Cc1nc(CC2CC2)no1
→ 101	102	0	12	100	96	103	114
> Cc1[nH]n(C(N)=S)c(=O)c1N=Nc1ccc(S(=O)(=O)N2CCCCCC2)cc1
→ 101	106	0	11	105	109	107	117
> Cn1nccc1NC(=O)Nc1cccc(Cl)c1
→ 107	99	1	7	104	96	111	109
> CCCCOc1ccc(/C(O)=C2/C(=O)C(=O)N(CCN(C)C)C2c2ccc(O)c(OC)c2)cc1 (stereo unspecified)
→ 93	103	4	0	102	106	112	101
> COc1cccc(C(=O)NCC(=O)N/N=C/c2ccc3c(c2)OCO3)c1
→ 96	105	0	7	100	100	96	90
> CC(C)(C)c1ccc(C(=O)NC(=S)N2CCOCC2)cc1
→ 111[may fluoresce green]	121[may fluoresce green]	0	-15	97[may fluoresce green]	99[may fluoresce green]	104[may fluoresce green]	105
> Cc1noc(C(=O)Nc2ccc(C#N)cc2)c1Cl
→ 88	97	0	5	99	105	95	105
> CCOC(=O)c1ccc(N2C(=O)c3n[nH]c(C)c3C2c2ccc(O)cc2)cc1 (stereo unspecified)
→ 98	116	1	10	106	106	111	91
> CSC1=N/C(=C\c2ccccc2)C(=O)N1C
→ 96	111	1	9	99	103	97	77
> CCC1Sc2ccc(S(=O)(=O)N3CCN(c4ccccc4)CC3)cc2NC1=O (stereo unspecified)
→ 110	107	0	3	103	102	106	108
> Cc1ccc(C)c(OCCC(=O)Nc2cc(S(=O)(=O)N3CCCCC3)ccc2C)c1
→ 100	106	0	-11	100	101	105	105
> Cc1c(C)n(Cc2ccccc2)c2ncnc(NN)c12
→ 91	100	0	-1	103	102	95	92
> Clc1ccc(-c2noc(CN3CCOCC3)n2)cc1
→ 102	91	1	4	93	84	94	92
> COc1cccc(C(=O)NCc2cn3ccsc3n2)c1
→ 101	87	0	13	92	95	93	113
> COc1cccc(NC(=O)CNC(=O)[C@@H]2Cc3ccccc3CN2C(=O)OC(C)(C)C)c1
→ 90	94	3	-111	97	98	100	75
> Cn1c(SCC(=O)c2ccc(F)cc2)nc2cccnc21
→ 104	98	0	-13	89	127	92	90
> CS(=O)(=O)c1cccc(C(=O)NCc2ccc(F)cc2)c1
→ 99	101	1	93*	101	109	100	96
> CC(=O)N1c2ccccc2C2(C)C(C1(C)C)C2(Cl)Cl (stereo unspecified)
→ 106	102	0	2	106	111	103	92
> O=C(COC(=O)c1cc(=O)[nH]c2ccccc12)Nc1ccc(F)cc1
→ 111	89	3	16	99	105	101	89
> Cn1cc(Br)c(C(=O)NNC(=O)c2ccc(Cl)cc2)n1
→ 93	103	0	10	101	93	101	100
> CCCNC(=O)c1ccc(N2CCC3(CC2)CC(c2ccccc2)=NO3)c(NC(=O)c2cccc(OC)c2)c1
→ 112	81	1	-4	96	95	86	107
> CC12CC(NC(=O)N1c1cccc(C(=O)N3CCN(c4ccccn4)CC3)c1)c1ccccc1O2 (stereo unspecified)
→ 100	103	3	5	101	103	102	107
> CC(C)(C)C1CCC2(CC1)SCC(=O)N2c1ccccc1 (stereo unspecified)
→ 99	97	0	-2	100	103	104	102
> O=C1CCN(C(=O)c2ccc(Cl)cc2)N1
→ 95	112	0	21	107	105	108	91
> Cc1ccccc1OCCCCCCN1CCNCC1
→ 109	102	0	17	100	96	113	101
> Oc1ccccc1C1CC(c2cccs2)=NC(c2ccc(Cl)cc2)N1 (stereo unspecified)
→ 128	80	2	1	90	101	92	97
> Cc1sc(NC(=O)CCCC(=O)O)c(C(N)=O)c1-c1ccccc1
→ 92	.	0	4	93	96	95	98
> Cc1cc(C)c2cc(CN(Cc3nnnn3Cc3ccc(F)cc3)C3CCCC3)c(=O)[nH]c2c1
→ 96	101	0	.	98	96	96	87
> Cc1sc2ncnc(N3CCC(C(=O)Nc4nnc(SCc5ccccc5F)s4)CC3)c2c1C
→ 109	98	0	23	104	106	108	78
> CCCN1CCN(CC(=O)Nc2nc3ccccc3s2)CC1
→ 89	99	0	8	96	103	95	104
> CCc1c(C(=O)Nc2ncn(Cc3cccc(C)c3)n2)csc1C
→ 108	100	0	6	106	103	104	104
> O=C(/C=C/c1ccc2c(c1)OCCO2)N1CCN(c2ccc(F)cc2)CC1
→ 95	109	3	6	111	112	108	101
> COc1ccc(NC(=O)COC(=O)Cc2ccccc2[N+](=O)[O-])cc1OC
→ 91	89	1	2	88	88	88	96

# Following part:
# Fields: LAP4 TOR yeast	CIT2 TOR yeast	GRK2 inh	VLA-4 inh	RPL19A TOR yeast	MEP2-GFP yeast	AGP1-GFP MLPCN	CR mimetic SO
> COc1ccccc1-c1nnc(SCC(=O)c2c(N)n(C3CC3)c(=O)[nH]c2=O)o1
→ 114	92	0	0	102	103	103	78
> CC(C)CCn1cnc2c(cnn2-c2ccc(F)cc2)c1=O
→ 116	114	2	5	106	107	104	98
> Cc1c(C(=O)NN2CCOCC2)oc2c1ccc1ccccc12
→ 113	83	2	32	96	94	90	104
> CCc1cccc(NC(=O)C2CCN(S(=O)(=O)c3ccc4[nH]c(=O)ccc4c3)CC2)c1
→ 96	90	0	-26	99	93	93	78
> CCn1c(CSc2nc3ccccc3[nH]2)n[nH]c1=S
→ 94	96	0	1	91	97	94	73
> Cc1ccc(SCCNC(=O)c2ccccc2)cc1
→ 113	94	1	-7	101	99	95	102
> O=C(NCc1ccccc1)C(c1ccccc1F)N(C(=O)c1csnn1)C1CCCC1 (stereo unspecified)
→ 102	99	0	8	101	107	107	92
> CCN(CC)CCn1c(=S)[nH]c2cc(Cl)ccc2c1=O
→ 112	108	4	6	102	104	105	72
> CN(CC(=O)Nc1ccccc1Br)C(=O)c1ccc(-c2ccc(Cl)cc2)o1
→ 102	87	0	6	100	95	99	96
> NS(=O)(=O)c1ccc(N2CCOCC2)c(C(=O)NCCCSc2ccccc2)c1
→ 95	96	0	0	98	96	94	103
> O=C(c1cc(S(=O)(=O)N2CCOCC2)ccc1Cl)N1CCC(Cc2ccccc2)CC1
→ 109	98	0	8	106	109	111	108
> COc1ccc(N2C(=O)C(OC(C)=O)C2c2ccc(C)cc2)cc1 (stereo unspecified)
→ 91	102	5	11	100	101	99	132
> COc1cc(CCCN2C(=O)C(=O)NC[C@H]2Cc2cccc3ccccc23)cc(OC)c1OC
→ 121	67	1	-8	93	95	77	96
> CCc1cccc(C)c1NC(=O)C1CC(=O)N(C2CCCC2)C1 (stereo unspecified)
→ 88	98	0	1	93	96	97	115
> COc1ccc(NC(=O)CCc2nnc3ccc(N4CCC(C)CC4)nn23)cc1OC
→ 85	94	0	-5	92	96	90	96
> COc1ccc(Oc2ccccc2/C=N/O)cc1
→ 95	91	0	19	98	96	103	83
> Cc1nn(-c2ccccc2)c(Cl)c1C1C(C#N)=C(N)OC2=C1C(=O)CC(C)(C)C2 (stereo unspecified)
→ 102	107	0	-5	105	104	110	100
> CC(=O)c1cccc(NC(=O)c2cc(=O)[nH]c3ccccc23)c1
→ 97	97	0	-4	103	103	104	76
> O=S(=O)(Nc1ccccc1O)c1ccc(Cl)nc1
→ 107	109	0	-1	104	103	104	91
> COc1ccccc1OCc1nc(C#N)c(N2CCCC2)o1
→ 116	100	0	2	99	117	109	96
> CCN(C(=O)CN1C(=O)CN(C)C1=O)c1cccc2ccccc12
→ 106	94	1	6	94	110	96	119
> COc1cccc(CNC(=O)Cc2ccc(NC3=NC4CS(=O)(=O)CC4S3)cc2)c1 (stereo unspecified)
→ 113	108	3	-10	107	106	115	77

# Part of the list above, tab-delimited:
mol	LAP4 TOR yeast	CIT2 TOR yeast	GRK2 inh	VLA-4 inh	RPL19A TOR yeast	MEP2-GFP yeast	AGP1-GFP MLPCN	CR mimetic SO
COc1ccc(Oc2ccccc2/C=N/O)cc1	95	91	0	19	98	96	103	83
COc1ccc(N2C(=O)C(OC(C)=O)C2c2ccc(C)cc2)cc1 (stereo unspecified)	91	102	5	11	100	101	99	132
Cc1c(C(=O)NN2CCOCC2)oc2c1ccc1ccccc12	113	83	2	32	96	94	90	104
